HSP90 inh: blocks HSP90-mediated luciferase refolding in reticulocyte lysate; Rabbit reticulocyte lysate, luciferase refolding luminescence, 3 h; inhibition, % at 5.6 µM; hit rate 0.91% among 290,000;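 active = inhibition above the screen-wide mean plus 3 SD, computed separately per campaign, cut at about 16% in these data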;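 note: 0% = DMSO wells and 100% = 60 µM geldanamycin wells; inhibitors lower the luminescence because luciferase stays unfolded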
HSF1 activator: increases HSF-1 driven luciferase reporter signal; NIH3T3-HGL HSF-1 luciferase reporter, MG132, 8 h; 100% = twice DMSO control signal; activation, % at 9 µM; hit rate 1.7% among 300,000; AID 504408;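 active = mean replicate activation of at least 50% with a set share of replicates each reaching 50%; inconclusive = only one of those two conditions met; inactive = mean below 50% and too few replicates reaching it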;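 note: 0% = median of the neutral control wells and 100% = twice that signal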
GSK3A inh: human GSK-3 alpha kinase inhibition. ADP-Glo luminescence, 60 min. inhibition, % at 10 µM. hit rate 0.1% among 320,000. AID 2650;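 in the data active = inhibition above about 50%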;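 note: GST-tagged GSK-3 alpha with peptide substrate and 25 µM ATP; 0% = DMSO neutral wells and 100% = GW8510 positive control wells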
Target sequence (P49840 whole entry, looked up): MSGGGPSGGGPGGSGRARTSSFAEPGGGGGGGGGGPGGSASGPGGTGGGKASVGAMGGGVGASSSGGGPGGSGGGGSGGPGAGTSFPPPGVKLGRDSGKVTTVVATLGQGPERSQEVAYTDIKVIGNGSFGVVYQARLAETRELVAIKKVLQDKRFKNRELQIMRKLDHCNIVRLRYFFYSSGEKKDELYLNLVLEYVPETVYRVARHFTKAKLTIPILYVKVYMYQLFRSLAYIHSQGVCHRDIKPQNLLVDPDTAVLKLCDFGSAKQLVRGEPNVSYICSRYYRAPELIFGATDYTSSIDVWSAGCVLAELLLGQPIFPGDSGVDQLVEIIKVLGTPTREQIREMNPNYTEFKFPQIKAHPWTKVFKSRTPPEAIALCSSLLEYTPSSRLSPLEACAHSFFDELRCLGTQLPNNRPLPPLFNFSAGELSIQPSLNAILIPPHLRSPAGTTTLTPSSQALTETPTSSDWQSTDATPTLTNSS
IEC-6 tox: counter-screen for KLF5 inhibitors: cytotoxicity in IEC-6 cells; IEC-6 cytotoxicity, luminescence viability; hit rate 0.78% among 290,000; inhibition, % at 5 µM; in the data active = inhibition above about 22%;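 note: 0% = plate median of test compound wells and 100% = cytotoxic reference compound wells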
HSF1 inh: HSF1 inhibition; NIH3T3-HGL HSE-luciferase, MG132-induced, luminescence 8 h; active compounds read low; activity change, negative = inhibition, % at 7.5 µM (by protocol); hit rate 0.77% among 300,000;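 active = more than half of replicate wells show activity change below -50%, luminescence cut by over half; inconclusive = some wells, but at most half, below -50%; inactive = no replicate well below -50%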;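 note: luciferase reports HSF-1 transcriptional activity via heat shock element; 0% = median of DMSO wells and -100% = zero luminescence signal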
Platelet DG rel: platelet dense granule release activity; human platelet-rich plasma, SFLLRN dense granule ATP release, luminescence; inhibition, %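 (compounds screened at 7.5 µM in platelet-rich plasma)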; hit rate 0.22% among 300,000;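 active = mean replicate score, as percent of positive control, at or above 50; inconclusive = mean below 50 but at least one replicate at or above 50; inactive = mean and every replicate below 50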
aSyn UTR inh: MLPCN primary screen, SNCA 5' untranslated region; alpha-synuclein 5'UTR reporter, inhibitor activity; inhibition, % (tested at 7.5 µM); hit rate 0.82% among 300,000; AID 1813; in the data active = inhibition above about 60%; inconclusive = no clear call, values can overlap the other calls;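 note: H4 neuroglioblastoma cells stably carrying SNCA 5'UTR luciferase fusion; 0% = DMSO wells and 100% = positive control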
GSK3beta inhib: human GSK3beta kinase inhibition. activity score (negative = inhibition), % at 10 µM. GST-GSK3beta kinase, ADP-Glo luminescence, 60 min; active compounds read low. hit rate 0.038% among 300,000. AID 2097;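 active = more than half of replicate wells score below -50%, meaning over 50% inhibition versus plate controls; inconclusive = some replicates but at most half score below -50%; inactive = no replicate scores below -50%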;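 note: 0% = median DMSO wells and -100% = median GW8510 positive control wells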
Target sequence (P49841 whole entry, looked up): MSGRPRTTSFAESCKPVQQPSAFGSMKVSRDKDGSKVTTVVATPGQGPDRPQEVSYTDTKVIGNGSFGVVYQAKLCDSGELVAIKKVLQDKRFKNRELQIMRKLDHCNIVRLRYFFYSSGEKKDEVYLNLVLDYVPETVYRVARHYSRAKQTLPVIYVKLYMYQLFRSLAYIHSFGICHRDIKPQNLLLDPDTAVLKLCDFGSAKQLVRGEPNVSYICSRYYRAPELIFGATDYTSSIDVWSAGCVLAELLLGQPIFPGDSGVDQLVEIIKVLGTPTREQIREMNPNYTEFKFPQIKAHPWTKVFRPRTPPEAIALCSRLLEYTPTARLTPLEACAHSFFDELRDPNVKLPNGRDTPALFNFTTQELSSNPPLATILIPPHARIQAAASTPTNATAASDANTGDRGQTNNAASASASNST
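test system = GST-tagged human GSK3beta kinase, cell-free | reagent = 25 µM ATP with peptide substrate | dosing = one dose of 10 µM per compound | schedule = 60 min reaction, RT | detection = luminescent ADP-Glo measurement of ADP formed | control set = DMSO neutral wells and GW8510 at 20 µM as positive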
KLF5 inh: kruppel-like factor 5 inhibition; inhibition, % at 5 µM; DLD-1 KLF5 promoter-luciferase reporter, luminescence; hit rate 0.23% among 290,000;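 active = inhibition above a per-plate limit of that plate's mean compound inhibition plus 3 SD, cut at about 60% in these data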;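 note: 0% = DMSO wells and 100% = LY294002 at 200 µM; higher means less KLF5 promoter-driven luciferase light; inactives centre near -14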
DYRK1A inh: Dyrk1A (rat) kinase inhibition | inhibition, % at 12.5 µM | Q63470 | ADP-Glo luminescence, NFATc1 peptide | hit rate 0.43% among 310,000; in the data active = inhibition above about 50%;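 note: plate controls were vehicle with enzyme for no effect and no enzyme for full effect; many of its hits are not listed in these tables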
Starred values were filed as active, the others as inactive; u = inconclusive; x = no result given. Some of the compounds tested, so the mix of outcomes need not match the whole.

SMILES | HSP90 inh | HSF1 activator | GSK3A inh | IEC-6 tox | HSF1 inh | Platelet DG rel | aSyn UTR inh | GSK3beta inhib | KLF5 inh | DYRK1A inh
O=C(NNc1cccc(Cl)n1)Nc1ccccc1F | -2 | -3 | 0 | -7 | -8 | -4 | 3 | -6 | -25 | 0
COc1cccc(NC(=O)CSc2nc3ccccc3c(=O)n2Cc2cccs2)c1 | 4 | 35 | 1 | 2 | 13 | -19 | -1 | 3 | -15 | -11
CCOCCCNC(=O)c1cc(-c2cccnc2)nc2ccc(S(=O)(=O)N3CCC(C)CC3)cc12 | -3 | -12 | 0 | 24* | -8 | 5 | 8 | 1 | -49 | -4
CCOc1ccc(C(O)c2nccn2C)cc1 (stereo unspecified) | 2 | 4 | 2 | 5 | -4 | -1 | -10 | 2 | -4 | -5
Cc1ccc(-n2nc3c(c2NC(=O)c2cccs2)CSC3)cc1 | -1 | x | -5 | -2 | x | -5 | 4 | 0 | -12 | -4
N=c1n(CCCOc2ccc(Br)cc2)c2ccccc2n1CC(N)=O | 4 | -7 | 0 | 3 | 0 | 12 | 12 | -3 | -31 | 18
Cc1ccc(C)c(-n2cc[nH]c2=S)c1 | 1 | -51 | -2 | -9 | -37 | -2 | 15 | 3 | -20 | -4
CC(=O)COc1cccc2ccc(/C=C/c3ccc(Br)s3)nc12 | 2 | u | 1 | 4 | 37 | 4 | -46 | 0 | -72 | 6
COc1ccc(OC)c2c(C)cc(N3CCCCCC3)nc12 | 5 | 4 | -2 | 0 | 2 | 3 | 21 | 3 | -39 | 7
COc1cc(N2Cc3ccccc3C2)ccc1C=O | 54* | -33 | 0 | -1 | -32 | 4 | -151 | 5 | -28 | x
NC(=O)c1nsc(C(=O)N(CC(=O)NC2CCCC2)c2cccc(C(F)(F)F)c2)c1N | 4 | 9 | 0 | -3 | 8 | -8 | 4 | 1 | -12 | -7
CC(=O)NS(=O)(=O)c1ccc(NC(=O)CCC2CCCC2)cc1 | -2 | 12 | 0 | 5 | -6 | 1 | 7 | -3 | -9 | -17
O=[N+]([O-])c1ccc(COc2ccc(-c3[nH]ncc3-c3ccccc3)c(O)c2)cc1 | 4 | 23 | 2 | -1 | 11 | 30 | -13 | 3 | 3 | -5
c1ccc2c(N3CCOCC3)nc(N3CCOCC3)nc2c1 | -1 | 5 | 3 | -1 | -8 | 2 | 21 | 0 | 6 | 3
CCOCCCNC(=O)CCC(=O)NNc1nc2ccccc2c2nc(C)nn12 | -1 | 12 | -1 | -6 | 1 | -2 | 15 | -4 | -35 | -1
CC(=O)N1CCc2cc(Br)cc(S(=O)(=O)N3CCN(C(=O)c4ccco4)CC3)c21 | 0 | 16 | 2 | -10 | -2 | -5 | 14 | -1 | -50 | -3
CN(C)c1c2ccccc2nc2c(F)c(F)c(F)c(F)c12 | -3 | 10 | 1 | 0 | 4 | -1 | -46 | 1 | -19 | -2
COc1cccc(NC(=S)NCc2ccccn2)c1 | 4 | 15 | -4 | -4 | 7 | -13 | -101 | 3 | -31 | -8
CCc1cc2c(NC(Cc3ccccc3)C(=O)O)nc(C)nc2s1 (stereo unspecified) | 1 | -12 | -5 | 0 | -10 | -2 | 20 | -3 | -44 | -3
CN1N=C(C(=O)Nc2ccc3c(c2)CCC3)CCC1=O | -2 | 7 | 0 | -1 | -5 | -52 | -140 | 0 | -87 | -2
Cc1cc(C)c(C)c(OCCN2CCOCC2)c1 | -1 | 7 | 0 | 2 | 0 | 7 | 5 | 4 | -13 | x
OCC1(CCc2ccccc2)CCN(Cc2ccc(OC(F)F)cc2)CC1 | -1 | -5 | x | -3 | 4 | -11 | -15 | -4 | -22 | -5
CC(C)(C)C(O)/C=C/c1ccc2c(c1)OCO2 (stereo unspecified) | x | 25 | -5 | x | 10 | -3 | -35 | 2 | x | x
CC(=O)Nc1ccc(NC(=O)C(C)n2nc(C)c([N+](=O)[O-])c2C)cc1 (stereo unspecified) | 0 | 1 | -1 | 0 | -3 | 4 | 9 | -1 | -3 | 7
CCOc1cc(N2CCOCC2)c(OCC)cc1NC(=O)c1ccc(OC(C)C)cc1 | 0 | -2 | -2 | 1 | 4 | 0 | 7 | 3 | -38 | 10
Fc1ccc(-c2csc(/C=C/c3ccc4c(c3)OCO4)n2)cc1 | -4 | 33 | -2 | -1 | 16 | -2 | -186 | 5 | 8 | 2
O=C(Nc1cccc(OC(F)(F)F)c1)c1ccc(Br)o1 | 2 | 14 | -2 | 6 | 8 | -5 | -30 | 0 | -13 | -4
COc1ccc(CC(=O)Oc2ccc(C)cc2C)cc1 | 3 | 1 | -4 | 6 | 3 | 0 | -9 | -2 | 0 | -6
CCOc1ncccc1C(=O)N1CCCSC1=Nc1ccccc1OC | -1 | 6 | 1 | 2 | -7 | 5 | -2 | 1 | -4 | x
O=C(Nc1ccc(Cl)cn1)c1cccnc1 | 2 | -35 | 0 | -2 | -22 | 0 | -35 | -1 | -28 | x
COc1ccc(O)c(C(=O)C2c3ccccc3C(=O)N2c2ccc(C)cc2)c1 (stereo unspecified) | 12 | 2 | 2 | -8 | 1 | -7 | -116 | 0 | -13 | 12
Cc1ccc(C(CC(=O)c2ccco2)SCCO)cc1 (stereo unspecified) | 4 | 39 | 2 | -2 | 20 | -3 | -90 | 1 | -36 | -2
O=C(O)c1cnc2ccccc2n1 | 2 | -2 | 1 | -1 | 0 | -4 | 1 | -1 | -37 | 9
COc1ccc(NC(=O)COc2ccc3c(C)cc(=O)oc3c2)cc1S(=O)(=O)N1CCCCC1 | x | -11 | x | x | -6 | 12 | 5 | -3 | x | -3
O=C1CCCc2c1[nH]c1c(Br)cccc21 | -3 | -4 | -2 | -2 | -1 | -9 | 3 | 6 | 16 | 16
COc1ccc(N2C(C)=CS/C2=C(/C#N)c2nnc(N3CCOCC3)n2-c2ccccc2)cc1 | 2 | -12 | -1 | 0 | -7 | 9 | 13 | 2 | -3 | 1
CCCCOc1ccc(C(=O)NCC(=O)OCC(=O)N2CCN(S(=O)(=O)c3ccc(C)cc3C)CC2)cc1 | -3 | 11 | -3 | 1 | -5 | -5 | -19 | 0 | -7 | 0
CCCCCOc1ccc(C(=O)Nc2ccc(S(=O)(=O)Nc3cc(C)on3)cc2)cc1 | -4 | -3 | 0 | -2 | 2 | 9 | 32 | 5 | 10 | 1
O=C(Nc1ccccc1C(=O)N1CCCCC1)NC1CCCCC1 | 1 | 1 | x | 2 | -7 | 6 | 16 | x | -7 | 0
C=C(C)CSc1nc(N)c2c3c(sc2n1)CCC3 | -6 | -6 | -1 | 6 | -4 | -19 | -152 | -1 | -53 | -1
Cc1cc(Br)ccc1NC(=O)c1sc2ncnc(N3CCN(c4ccccn4)CC3)c2c1C | 7 | 18 | 0 | 0 | -1 | 2 | -4 | 3 | 0 | -6
O=[N+]([O-])c1cc(C2Nc3cccc4cccc(c34)N2)ccc1Cl | 1 | -11 | -2 | -4 | -4 | 12 | -11 | 2 | 19 | 1
Cc1ccc(SCC(=O)OCC(=O)NCCNC(=O)COC(=O)CSc2ccc(C)c(C)c2)cc1C | x | -1 | 0 | x | -6 | 0 | 5 | 1 | x | 13
CN(Cc1ccccc1)S(=O)(=O)c1ccc(Cl)c(C(=O)NCCc2ccccn2)c1 | -1 | -13 | 0 | 0 | 1 | 14 | 17 | -1 | 9 | -3
CCOC(=O)c1c(/N=C/C2=C(O)CC(C)(C)CC2=O)sc(C)c1C | 2 | x | 1 | 19 | x | 3 | 10 | 0 | -15 | -1
CCC(=O)NC(c1ccc(OC)cc1)c1cc(Cl)c2cccnc2c1O (stereo unspecified) | 2 | -68 | 0 | 2 | -64* | -6 | 81* | -2 | -5 | -3
Cc1ccc(SCC(=O)OCC(=O)N(C)CC(=O)Nc2ccccc2Cl)cc1 | x | 1 | -2 | x | 4 | 7 | 14 | -1 | x | x
Oc1[nH]c2ccc(Br)cc2c1N=Nc1ccc(F)cc1 | 2 | -4 | 0 | -2 | 2 | 5 | 21 | 0 | -4 | 1

A second format for some results above.
Compound,HSP90 inh,HSF1 activator,GSK3A inh,IEC-6 tox,HSF1 inh,Platelet DG rel,aSyn UTR inh,GSK3beta inhib,KLF5 inh,DYRK1A inh
O=[N+]([O-])c1cc(C2Nc3cccc4cccc(c34)N2)ccc1Cl,1,-11,-2,-4,-4,12,-11,2,19,1
CN(Cc1ccccc1)S(=O)(=O)c1ccc(Cl)c(C(=O)NCCc2ccccn2)c1,-1,-13,0,0,1,14,17,-1,9,-3

Other entries
SMILES | HSP90 inh | HSF1 activator | GSK3A inh | IEC-6 tox | HSF1 inh | Platelet DG rel | aSyn UTR inh | GSK3beta inhib | KLF5 inh | DYRK1A inh
Cc1cccc(C)c1OCC(=O)N(Cc1ccc(Cl)cc1)C1CCS(=O)(=O)C1 (stereo unspecified) | -1 | 13 | x | 5 | 2 | -4 | 5 | -1 | -13 | -5
CCN(CC(=O)Nc1ccc(NC(C)=O)cc1)C(=O)c1c(-c2c(F)cccc2Cl)noc1C | 7 | 10 | 4 | 9 | -1 | 40 | -4 | 1 | -12 | -14
Cc1ccc(CNC(=O)C2CCC(CNS(=O)(=O)c3cccs3)CC2)cc1 (stereo unspecified) | -1 | 17 | 0 | -8 | 8 | 13 | -11 | x | 6 | 6
COc1cccc(NC(=O)CSc2nnc(Cc3cccn3C)n2-c2ccc(F)cc2)c1 | 0 | 0 | -2 | 6 | -2 | 2 | 18 | 1 | -4 | 12
O=S(=O)(c1cccs1)N1CCN(Cc2nc3ccccc3s2)CC1 | 2 | -23 | -1 | 5 | -9 | -7 | -7 | -1 | -1 | -1
COc1ccc(C(OCC(O)CN2CCC(O)CC2)c2ccc(OC)cc2)cc1 (stereo unspecified) | 2 | -5 | 6 | -5 | -8 | 7 | -26 | 1 | -11 | 4
O=C(NNC(=O)c1cccc(-n2cnnn2)c1)c1ccccc1 | -4 | -10 | -3 | -2 | -2 | 1 | 5 | 1 | -42 | 2
CCCCN(CCCC)CCCNC(=O)c1ccc2nc(-c3ccccc3NC(C)=O)c(=O)[nH]c2c1 | 6 | -9 | 2 | 9 | -10 | -1 | -27 | -5 | -18 | 10
CCn1ccnc1CNC(=O)c1ccc2oc(C(C)C)nc2c1 | 2 | -29 | -1 | 5 | -15 | 16 | -14 | -7 | 1 | x
O=S(=O)(c1cccc(COc2c(Cl)cccc2Cl)c1)N1CCOCC1 | x | 2 | 3 | x | -10 | -7 | -1 | -2 | x | 6
O=C(Nc1ccc2c(c1)OCO2)Nc1ccc(Br)cn1 | -3 | 16 | 2 | -6 | 13 | 2 | -157 | -1 | -21 | 5

Taken from above.
NC(=O)c1nsc(C(=O)N(CC(=O)NC2CCCC2)c2cccc(C(F)(F)F)c2)c1N – HSF1 activator = 9
CCOCCCNC(=O)CCC(=O)NNc1nc2ccccc2c2nc(C)nn12 – HSF1 inh = 1
O=C(Nc1ccccc1C(=O)N1CCCCC1)NC1CCCCC1 – IEC-6 tox = 2
COc1ccc(OC)c2c(C)cc(N3CCCCCC3)nc12 – Platelet DG rel = 3

Screens from PubChem BioAssay.
